PLAP inhibitors HTS – inhibition of human placental alkaline phosphatase – biochemical, luminescence, HTS (AID 690). purified PLAP, luminescent substrate; higher % means a stronger effect. hit rate 0.08% among 96,000. inhibition, % at 20 µM, or IC50 in µM where a hit was titrated; in the data active = a potency from the dose series; inactive = the rest, 99 in 100 with inhibition below about 30%; also: strong numbers were not always called active
MRP resist rev – compounds reversing MRP-mediated drug resistance | H69AR cells + 2 uM doxorubicin, CellTiter-Glo, 72 h | differential viability (reversal), % at 10 µM | hit rate 0.04% among 85,000 | AID 602;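 active = viability drop by adding the cancer drug above about 55%, with treated viability meeting a 40% cutoff, limit read from the data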;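 also: viability without doxorubicin minus viability with 2 µM doxorubicin for each compound; larger differential means the compound sensitizes cells more to doxorubicin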
Bcl-B displacement – displacers of TR3 peptide from Bcl-B, primary screen, selectivity assay for Bfl-1 inhibitor project, biochemical, fluorescence polarization. AID 748. displacement, % at 20 µM, or IC50 in µM where a hit was titrated. hit rate 0.11% among 96,000. FP displacement of FITC-TR3 peptide from Bcl-B; higher % means a stronger effect;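 active = displacement above 50% at 20 µM plus a fluorescence interference ratio under 1.5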;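 also: plate controls were wells without compound for no effect and wells lacking Bcl-B protein for full effect; a part of the inactive calls stands beside numbers as strong as those of hits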
NFkB transloc inh – blocks IL-1B driven NFkB nuclear translocation in HUVEC cells; HUVEC IL-1B NFkB p65 nuclear translocation imaging; inhibition, % at 2 µM; hit rate 0.43% among 94,000;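 active = inhibition above about 30% together with a positive call from visual inspection of the well image, limit read from the data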;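 also: nuclear over cytoplasmic p65 intensity ratio measured by imaging; 0% = IL-1B stimulated DMSO wells and 100% = unstimulated DMSO wells; values of inactives mirror those of a sister screen read the other way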
IL1B NFkB pot – enhances IL-1B driven NFkB nuclear translocation | HUVEC IL-1B NFkB p65 nuclear translocation imaging | activation, % at 2 µM | hit rate 0.3% among 94,000;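 active = activation above 40%, about the mean plus 3 SD, also judged a hit on visual image review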;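 also: percent activation is computed from the nuclear over cytoplasmic p65 intensity ratio; values of inactives mirror those of a sister screen read the other way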
MRP resist rev cytotoxicity – second read-out of MRP resist rev, no call of its own (marks repeat the call); viability, %; H69AR cells, CellTiter-Glo, 72 h; measured here: cytotoxicity without doxorubicin
MRP resist rev with doxorubicin – second read-out of MRP resist rev, no call of its own (marks repeat the call); viability, %; measured here: viability with 2 uM doxorubicin; hits give low values
NFkB transloc inh cell count 2 µM – recorded beside NFkB transloc inh, whose call it bears; cell count; measured here: cells passing quality filter;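 raw number of nuclei counted in each imaged well without normalization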
IL1B NFkB pot cell count 2 µM – further read-out of IL1B NFkB pot, marked with its call; cell count; measured here: cells passing quality filter
Numbers without * were called inactive; x = no result given. This is a subset. The share of hits here may be higher or lower than overall.

SMILES	PLAP inhibitors HTS	MRP resist rev	MRP resist rev cytotoxicity	MRP resist rev with doxorubicin	Bcl-B displacement	NFkB transloc inh	NFkB transloc inh cell count 2 µM	IL1B NFkB pot	IL1B NFkB pot cell count 2 µM
CCSc1ncc(Cl)c(C(=O)Nc2ccc(S(=O)(=O)Nc3onc(C)c3C)cc2)n1	17.2%	4.8	98.0	93.2	-1.9%	-10.3	124	10.3	124
COC(=O)c1noc(-c2ccc(C)cc2)n1	11.4%	-3.7	96.4	100.1	-1.5%	-6.5	183	6.5	183
CC(C)n1c(NCCc2ccccc2)nc2c1c(=O)n(C)c(=O)n2C	x	-5.2	95.5	100.7	x	-21.4	126	21.4	126
N#Cc1c(/N=C/C=C/c2ccccc2)sc2c1CCCC2	0.5%	x	x	x	5.3%	-1.9	111	1.9	111
Cc1cccc(-c2nnc(-c3ccc(N)cc3)o2)c1	21.0%	-1.7	72.8	74.6	-3.8%	-3.8	79	3.8	79
CCOC(=O)N1CCN(C(=O)C2CCN(S(=O)(=O)c3ccc(C)cc3)CC2)CC1	-71.9%	19.6	95.7	76.0	9.1%	-7.2	159	7.2	159
CCN(CC)C(=O)CSc1nc2nc(C)cc(C)c2c(=O)[nH]1	-30.9%	1.2	99.1	97.9	-6.5%	-24.2	148	24.2	148
COc1ccc(C(=O)NCC(=O)OCc2cccc(Br)c2)cc1	38.6%	x	x	x	-7.5%	-9.7	143	9.7	143
CCCCc1ccc(Nc2ncnc3nc[nH]c23)cc1	-67.5%	-27.4	50.3	77.7	0.2%	13.6	186	-13.6	186
Cc1c(CCO)c(=O)n(-c2ccccc2)n1S(=O)(=O)c1c(Cl)cc(Cl)cc1Cl	-3.5%	-12.8	99.1	111.9	3.3%	8.2	164	-8.2	164
O=C(CSc1nnc(Cc2ccccc2)n1-c1ccccc1)N1CCOCC1	-52.8%	13.8	100.1	86.3	-0.6%	8.7	198	-8.7	198
Cc1cc(Nc2ccc(C)c(F)c2)n2ncnc2n1	-94.0%	9.8	90.5	80.8	0.2%	-18.3	208	18.3	208
CC(C)N(Cc1ccccc1)S(=O)(=O)N(C)C	2.0%	15.2	108.7	93.5	-10.1%	2.1	136	-2.1	136
C=C(C)COc1ccc2c(C)c(CC(=O)OC)c(=O)oc2c1C	5.7%	-5.1	87.7	92.8	-10.3%	7.5	179	-7.5	179
CC(C)=CC1C(C(=O)Nc2ccc(Br)cn2)C1(C)C (configuration not stated)	-0.5%	-14.0	72.6	86.6	-6.9%	-13.5	198	13.5	198
Cc1n[nH]c(C)c1-c1nc2ccccc2[nH]1	x	-15.7	83.1	98.8	x	-0.3	84	0.3	84
C=C(Br)Cn1c(CC(C)C)nc2ccccc21	20.0%	8.2	89.1	81.0	4.7%	1.0	118	-1.0	118
CCn1c2ccc(OC)cc2c2nc3ccccc3nc21	x	-21.2	43.6	64.8	x	-7.2	125	7.2	125
CCOc1ccc2c(c1)c1nnc(SCC(=O)N3CCCCC3C)nc1n2C (configuration not stated)	-58.3%	-11.6	95.3	106.9	-6.5%	6.8	80	-6.8	80
Cc1cc(C)c2c(N)c(-c3nc4ccccc4[nH]3)sc2n1	1.1%	2.6	72.6	70.0	-15.0%	12.1	130	-12.1	130
CCCC(=O)NC(=S)Nc1cccc(NC(=O)c2ccc(Cl)cc2Cl)c1	-13.9%	x	x	x	5.3%	2.0	189	-2.0	189
O=C(COC(=O)COc1ccccc1Cl)Nc1ccccc1OC(F)F	2.8%	x	x	x	3.7%	0.5	151	-0.5	151
O=S(=O)(c1ccc(-c2nc3ccccc3s2)cc1)N1CCCC1	11.7%	6.0	91.6	85.6	-17.0%	-14.6	65	14.6	65
O=C(CN1C(=O)C2C3C=CC(C3)C2C1=O)NCCc1ccccc1Cl (configuration not stated)	14.8%	x	x	x	-14.2%	-3.1	155	3.1	155
COc1ccccc1N1CCN(/N=C/C=C\c2ccco2)CC1	-16.2%	-9.1	85.4	94.5	-14.0%	-8.4	158	8.4	158
CCOC(=O)Cc1nnc(NC(=O)CSc2ccccc2)s1	-4.7%	-11.8	85.4	97.3	-5.1%	2.1	106	-2.1	106
O=C(NCCc1ccccn1)C1CCCN(S(=O)(=O)Cc2ccccc2)C1 (configuration not stated)	15.7%	0.2	96.9	96.7	-13.0%	-19.0	54	19.0	54
Cc1cc(C)n(-c2cc(C)c(C)cc2Br)n1	-18.4%	-4.6	86.3	90.9	3.6%	-5.7	169	5.7	169
O=C1C2ON(c3ccccc3)C(c3ccccc3F)C2C(=O)N1c1ccccc1 (configuration not stated)	-6.3%	-8.6	98.6	107.2	0.2%	-8.9	210	8.9	210
COc1ccc(OC)c(NC(=O)CNC(=O)c2cccs2)c1	14.3%	-2.1	101.2	103.3	-6.4%	-5.7	58	5.7	58
COC(=O)c1cc(OC)c(OC)cc1NC(=S)Nc1cccc(Cl)c1	15.2%	x	x	x	-4.7%	-19.2	129	19.2	129
CCOC(=O)Cc1csc(NC(=O)CSc2nnc(-c3ccc(OC)cc3)n2C)n1	2.5%	3.4	95.8	92.3	2.8%	-3.4	136	3.4	136
Cc1nnc(SC(C)C(=O)Nc2ccc(Cl)cn2)n1Cc1ccccc1 (configuration not stated)	1.5%	14.0	90.0	76.0	0.4%	x	x	x	x
Cc1nn(C)c(C)c1/C=C/C(=O)c1cccs1	x	12.9	72.8	59.8	x	7.5	66	-7.5	66
Cc1ccc(NC(=O)CCNS(=O)(=O)c2ccc3c(c2)oc(=O)n3C)cc1C	12.0%	13.8	93.6	79.8	-13.4%	x	x	x	x
COc1ccc(NC(=O)CSC2=C(C#N)C(c3ccco3)C3=C(CCCC3=O)N2)c(OC)c1 (configuration not stated)	-78.8%	-10.8	67.3	78.1	10.3%	20.4	41	-20.4	41
Cc1csc(N(C(=O)c2cccc(S(=O)(=O)N3CCCC3)c2)c2ccccc2)n1	-20.6%	-33.8	45.2	79.0	-5.6%	-12.1	151	12.1	151
COC(=O)c1cn(NC(=O)c2cnccn2)c(=O)c2ccccc12	8.6%	-18.1	45.8	63.9	-6.7%	x	x	x	x
CCc1ccc2nc(SCC(=O)N3CC(=O)Nc4ccccc43)c(C#N)cc2c1	x	-16.9	5.2	22.2	x	23.2	68	-23.2	68
CCCCCOC(=O)NCC(O)c1ccccc1 (configuration not stated)	11.7%	19.0	97.2	78.2	-1.5%	5.4	167	-5.4	167

Some of the entries so far, as a markdown table.
| compound | PLAP inhibitors HTS | MRP resist rev | MRP resist rev cytotoxicity | MRP resist rev with doxorubicin | Bcl-B displacement | NFkB transloc inh | NFkB transloc inh cell count 2 µM | IL1B NFkB pot | IL1B NFkB pot cell count 2 µM |
| --- | --- | --- | --- | --- | --- | --- | --- | --- | --- |
| C=C(C)COc1ccc2c(C)c(CC(=O)OC)c(=O)oc2c1C | 5.7% | -5.1 | 87.7 | 92.8 | -10.3% | 7.5 | 179 | -7.5 | 179 |
| Cc1cc(C)n(-c2cc(C)c(C)cc2Br)n1 | -18.4% | -4.6 | 86.3 | 90.9 | 3.6% | -5.7 | 169 | 5.7 | 169 |
| CCCCCOC(=O)NCC(O)c1ccccc1 (configuration not stated) | 11.7% | 19.0 | 97.2 | 78.2 | -1.5% | 5.4 | 167 | -5.4 | 167 |
| CC(C)N(Cc1ccccc1)S(=O)(=O)N(C)C | 2.0% | 15.2 | 108.7 | 93.5 | -10.1% | 2.1 | 136 | -2.1 | 136 |
| O=C1C2ON(c3ccccc3)C(c3ccccc3F)C2C(=O)N1c1ccccc1 (configuration not stated) | -6.3% | -8.6 | 98.6 | 107.2 | 0.2% | -8.9 | 210 | 8.9 | 210 |
| N#Cc1c(/N=C/C=C/c2ccccc2)sc2c1CCCC2 | 0.5% | x | x | x | 5.3% | -1.9 | 111 | 1.9 | 111 |

Additional structures
SMILES	PLAP inhibitors HTS	MRP resist rev	MRP resist rev cytotoxicity	MRP resist rev with doxorubicin	Bcl-B displacement	NFkB transloc inh	NFkB transloc inh cell count 2 µM	IL1B NFkB pot	IL1B NFkB pot cell count 2 µM
CCOC(=O)c1ccc(NC2c3ccccc3C(=O)N2c2ccccn2)cc1 (configuration not stated)	13.7%	x	x	x	0.2%	-0.6	74	0.6	74
COc1ccc(C(C)=O)cc1COC(=O)c1ccc(OCc2c(C)noc2C)cc1	-7.3%	-13.6	97.4	111.0	-7.6%	7.0	129	-7.0	129
CN(C)C(C(=O)NC1CCCCC1)c1ccc(Cl)cc1 (configuration not stated)	-18.0%	18.0	101.4	83.4	20.6%	x	x	x	x
O=c1cnn(-c2ccccc2)c(-c2ccccc2)c1	25.3%	-37.1	25.4	62.5	4.0%	-2.1	136	2.1	136
CC(C)NC(=O)c1onc(CSc2cccc(Cl)c2)c1C(=O)O	-9.7%	x	x	x	-10.0%	-5.2	191	5.2	191
O=C(CSc1nnc(-c2ccco2)n1Cc1ccccc1)NC(=O)NCc1ccccc1	7.6%	31.1	60.5	29.5	-9.6%	-0.5	108	0.5	108
COc1ccc(Nc2nc3ccccc3n3nnnc23)cc1	33.8%	5.6	87.8	82.2	3.0%	-4.3	171	4.3	171
CC(C)c1ccc(OCC(O)Cn2cnc3ccccc32)cc1 (configuration not stated)	-27.6%	-2.8	82.6	85.4	-3.7%	10.2	125	-10.2	125
O=C1CC(c2ccccc2)n2nc(NC(=O)c3cccs3)nc2N1 (configuration not stated)	-78.7%	13.8	104.3	90.5	0.5%	-8.2	76	8.2	76
O=C(Nc1ccc(Cl)c(Cl)c1)C1CC(=O)N(c2ccc(Br)cc2)C1 (configuration not stated)	x	-16.6	9.0	25.5	x	-0.2	99	0.2	99
CCn1cc([N+](=O)[O-])c(C(=O)Nc2ccc(Cn3nc(C)cc3C)cc2)n1	1.3%	x	x	x	18.8%	15.3	147	-15.3	147
CCN(CCC(=O)Nc1cc(OC)cc(OC)c1)Cc1ccccc1	-36.7%	5.1	74.8	69.7	0.3%	6.2	148	-6.2	148
C=CCn1c(SCC(=O)/C(C#N)=C(\C)N)nc2sc(C)c(C)c2c1=O	-3.9%	-1.1	6.3	7.4	-11.4%	5.4	135	-5.4	135
N#Cc1nc(Cc2cccc3ccccc23)oc1NCCN1CCOCC1	-76.4%	21.7	90.1	68.4	4.3%	-0.9	175	0.9	175
Cc1cc(C)n(C(=O)c2cccc(S(=O)(=O)N3CCCC3)c2)n1	-4.7%	0.2	91.4	91.2	-12.6%	x	x	x	x
CCCn1c(SCC(=O)Nc2ccccc2C(=O)OCC)nc2c1c(=O)n(C)c(=O)n2C	x	3.0	98.2	95.1	x	2.4	150	-2.4	150
COCCn1c(C)cc(C(=O)CSc2nc(C)nc3sc4c(c23)CCC4)c1C	x	14.8	79.2	64.4	x	-6.1	119	6.1	119
CC(C)N1CCN(c2ccncc2S(=O)(=O)N2CCOCC2)CC1	-28.3%	x	x	x	18.7%	6.7	134	-6.7	134
COc1ccc(NC(=O)CCSc2cc(C)c3ccccc3n2)cc1	3.4%	x	x	x	-9.4%	-0.6	119	0.6	119
Cc1cccc(NC(=O)Nc2ccc(Oc3c(F)c(F)c(F)c(F)c3F)cc2)c1	6.2%	-7.3	40.1	47.4	-15.4%	5.5	66	-5.5	66
Cc1csc(NC(=O)C(NS(=O)(=O)c2ccc(Br)s2)c2ccccc2)n1 (configuration not stated)	-26.9%	9.4	103.5	94.1	7.1%	-18.4	163	18.4	163
Cc1ccc(S(=O)(=O)NCC(=O)N2CCN(c3ccccn3)CC2)cc1	-0.8%	14.2	101.3	87.1	-5.0%	-10.1	207	10.1	207
C=CCC(C#Cc1ccc(C)cc1)N(CC)CC (configuration not stated)	-74.3%	17.2	96.8	79.6	-5.6%	1.2	111	-1.2	111
Cc1ccccc1NC(=O)c1ccc(-n2cncn2)nc1	-2.2%	x	x	x	-4.4%	-1.1	123	1.1	123
O=C(c1cnccn1)N(Cc1ccco1)C1(C(=O)NC2CCCC2)CCCCC1	-40.3%	x	x	x	-5.0%	-15.6	185	15.6	185
Cc1cc(C)c(C#N)c(SCC(=O)Nc2nnc(-c3ccccc3)s2)n1	-0.2%	31.0	103.9	72.8	-14.3%	-10.2	121	10.2	121
CC(C)(C)OC(=O)N1CC(O)CC1C(=O)OCC(=O)c1ccccc1 (configuration not stated)	x	1.6	97.0	95.3	x	-0.5	146	0.5	146
c1ccc(CN(Cc2cccs2)C(c2cccs2)c2nnnn2C2CCCC2)cc1 (configuration not stated)	32.7%	10.4	82.5	72.0	-3.5%	1.6	163	-1.6	163
